WRN helicase inh – qHTS for Inhibitors of WRN Helicase | WRN helicase unwinding, fluorescent forked duplex, kinetic | hit rate 0.46% among 360,000 | Potency, µM (highest dose often 114 µM), for the others: at the top dose activity change, negative = inhibition, most hits filed as inhibitors; further: potency means the concentration at half of the fitted maximal effect; on the % scale 0 is the no-effect control and ±100 the full control effect; nearly all actives have a fitted effect of over 55% in size
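WRN at 20 nM final preincubated with compound 15 min at room temperature; reaction started with 100 nM fluorophore/quencher forked duplex oligonucleotide and 2 mM ATP final. Unwinding followed kinetically by red fluorescence (ex 525, em 598 nm).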
PI5P4Ka inh – qHTS for Inhibitors of phosphatidylinositol 5-phosphate 4-kinase (PI5P4K). PI5P4Kalpha enzyme, ADP-Glo luminescence, 60 min; hits give low values. Phosphatidylinositol 5-phosphate 4-kinase type-2 alpha (Homo sapiens), P48426. max response, %. AID 652105, 2013. hit rate 1.2% among 330,000; active means max response of -50% or lower; inconclusive means between -30% and -50%; inactive means -30% or higher; further: value at the top dose of about 77 µM; on the % scale 0 is the no-effect control and ±100 the full control effect
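Human PI5P4Kalpha with substrate in 0.038 M HEPES pH 7.4, 0.28 mM EGTA, 0.1% CHAPS, 5% DMSO; reaction started with 5 microM ATP (final), 60 min at room temperature. ADP formed read by ADP-Glo luminescence.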
EPAC2 agonist – qHTS for Agonist of cAMP-regulated guanine nucleotide exchange factor 4 (EPAC2): primary screen. Potency, µM (highest dose often 154 µM), for inactives: top-dose activation, most hits filed as activators. EPAC2 activation, biochemical qHTS; response scale: 100% = 6.5 mM cAMP response. hit rate 0.079% among 360,000. Rap guanine nucleotide exchange factor 4 (Homo sapiens), Q8WZA2. AID 720711, 2013; further: potency means the concentration at half of the fitted maximal effect; nearly all actives have a fitted effect of over 50% in size
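Readout is BODIPY fluorescence (480 nm excitation, 540 nm emission), which falls as labeled GDP is exchanged off Rap1B. EPAC2 at 100 nM acted on 250 nM RAP1B-BODIPY-GDP with 50 uM GDP present.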
EPAC1 agonist – qHTS for Agonist of cAMP-regulated guanine nucleotide exchange factor 3 (EPAC1): primary screen. Rap guanine nucleotide exchange factor 3 (Homo sapiens), O95398. EPAC1 agonist qHTS, biochemical assay; response scale: 100% = response to 6.5 mM cAMP. Potency, µM (highest dose often 154 µM), for the others: at the top dose activation, usual class: activators. hit rate 0.073% among 360,000. AID 720707, 2013; further: potency means the concentration at half of the fitted maximal effect; nearly all actives have a fitted effect of over 60% in size
Target sequence (O95398 whole entry, looked up): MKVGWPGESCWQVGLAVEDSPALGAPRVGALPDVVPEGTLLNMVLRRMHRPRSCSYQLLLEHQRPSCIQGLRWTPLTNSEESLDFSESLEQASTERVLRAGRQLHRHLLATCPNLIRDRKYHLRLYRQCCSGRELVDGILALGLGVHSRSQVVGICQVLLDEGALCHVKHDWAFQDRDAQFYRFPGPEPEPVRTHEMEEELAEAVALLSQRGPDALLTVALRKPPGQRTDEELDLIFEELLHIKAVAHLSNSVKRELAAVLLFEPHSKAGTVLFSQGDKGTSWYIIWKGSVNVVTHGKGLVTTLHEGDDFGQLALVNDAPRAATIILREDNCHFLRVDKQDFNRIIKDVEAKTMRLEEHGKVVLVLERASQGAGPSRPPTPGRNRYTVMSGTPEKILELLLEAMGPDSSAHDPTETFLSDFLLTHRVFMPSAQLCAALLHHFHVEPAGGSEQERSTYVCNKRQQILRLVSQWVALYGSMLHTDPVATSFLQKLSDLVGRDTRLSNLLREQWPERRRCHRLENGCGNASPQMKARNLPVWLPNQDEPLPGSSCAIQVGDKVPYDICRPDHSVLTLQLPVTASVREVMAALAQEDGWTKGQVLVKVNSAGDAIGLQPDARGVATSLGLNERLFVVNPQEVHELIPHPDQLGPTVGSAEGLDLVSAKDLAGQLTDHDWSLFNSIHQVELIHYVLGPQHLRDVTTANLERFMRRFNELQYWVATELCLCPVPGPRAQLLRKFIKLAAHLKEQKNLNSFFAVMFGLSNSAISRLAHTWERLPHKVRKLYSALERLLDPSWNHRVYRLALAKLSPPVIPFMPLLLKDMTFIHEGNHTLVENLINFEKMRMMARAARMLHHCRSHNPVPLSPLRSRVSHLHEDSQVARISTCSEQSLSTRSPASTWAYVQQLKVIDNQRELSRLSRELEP
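Compounds were pinned as a concentration titration into mixtures of EPAC1 (100 nM), BODIPY-GDP-loaded Rap1B (250 nM) and GDP (50 uM). After 5 min at room temperature, fluorescence was followed for 30 min; activity was scaled to 6.5 mM cAMP.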
IL2 activator – qHTS of IL-2 Activators; hit rate 0.065% among 360,000; activation, % (series mostly up to about 46 µM); IL-2 activation reporter assay, cell-based qHTS; stimulated with anti-CD3/CD4/CD28 beads; in transgenic mouse T cells; in the data active means activation above about 50%; inconclusive means mostly about 30% to 49%; further: 0% is about no effect
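Screening format: compound pinned onto unstimulated transgenic mouse T cells, 60 min incubation, then anti-CD3/anti-CD4/anti-CD28 bead stimulation for 18 hours at 37 degrees C, followed by EGFP and DsRed detection.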
EPAC1 antagonist – qHTS for Antagonist of cAMP-regulated guanine nucleotide exchange factor 3 (EPAC1): primary screen; EPAC1 GEF assay, Rap1b-BODIPY-GDP exchange fluorescence; Rap guanine nucleotide exchange factor 3 (Homo sapiens), O95398; hit rate 0.14% among 360,000; Potency, µM (series often up to 115 µM), without a hit: at the highest dose activity change, negative = inhibition, hits mostly inhibitors;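 further: potency means the concentration at half of the fitted maximal effect; plate controls were vehicle for no effect and positive control for full effect; nearly all actives have a fitted effect of over 50% in size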
PLK1 PBD block – qHTS for Inhibitors of PLK1-PDB (polo-like kinase 1 - polo-box domain): Primary Screen | Potency, µM, for inactives: max response, negative = inhibition, most hits filed as inhibitors | AID 720504, 2013 | Serine/threonine-protein kinase PLK1 (Homo sapiens), P53350 | Plk1 PBD binding of FITC phosphopeptide, fluorescence polarization | hit rate 2.8% among 360,000; further: potency means the concentration at half of the fitted maximal effect; series mostly up to about 57 µM; on the % scale 0 is the no-effect control and ±100 the full control effect; nearly all actives have a fitted effect of over 65% in size
CCT modulator – High-Throughput Screening for Modulators of Cytosolic Chaperonin Activity | hit rate 0.3% among 360,000 | activity change, % (no concentration beside the values), hits read low | purified chaperonin ATPase assay, HTRF ADP detection, 30 min; in the data active means activity change below about -30%; further: on the % scale 0 is the no-effect control and ±100 the full control effect
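TRiC at 40 or 20 nM final (batch-dependent) in 30 mM Tris pH 7.4, 100 mM KCl, 5 mM MgCl2, 1 mM DTT, with compound at single 76 uM and 10 uM ATP, 30 min at 37 deg C. ADP detected by HTRF Transcreener, 665/615 ratio.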
An asterisk follows results filed as active; ? = inconclusive; . = not tested or not shown; [ ] = remark or other dose. Unless noted, the call rests on the fitted dose curve; in most records, active means well fitted curve in the direction sought with a large enough effect; inconclusive means small, poorly fitted or top-dose-only effect, or another doubt; inactive means no such curve, though single readings can be large; an effect the other way counts as inactive or inconclusive. Some of the compounds tested, so the mix of outcomes need not match the whole.

SMILES	WRN helicase inh	PI5P4Ka inh	EPAC2 agonist	EPAC1 agonist	IL2 activator	EPAC1 antagonist	PLK1 PBD block	CCT modulator
COc1cccc(C(=O)N2CCN(Cc3ccccc3Br)CC2)c1	-10%	9	8%	3%	-0.1	-12%	-4%	-3.4
COc1ccc(S(=O)(=O)Nc2ccc(F)cc2)c(C)c1C	-6%	-1	6%	15%	-1.9	-7%	-9%	-2.7
CCOc1ccc(C(c2nnnn2Cc2ccccc2)N2CCN(C(=O)c3ccco3)CC2)cc1 (stereo unspecified)	-3%	-7	9%	1%	1.7	-4%	-7%	0.0
COC(=O)c1cccc(NC(=O)CC2C(=O)NCCN2C(=O)Nc2ccccc2)c1 (stereo unspecified)	5%	7	5%	-20%	0.3	-3%	7%	1.7
Cc1ccc(N2C(=O)c3ccc(C(=O)N4CCOCC4)cc3C2=O)cc1C	-3%	1	5%	8%	-2.6	-4%	-15%	-0.7
Cc1ccc2nc(-c3cccc(Br)c3)c(Cc3ccccn3)n2c1	-6%	6	-11%	4%	0.6	-9%	0%	0.1
O=C(NC(=S)Nc1ccccc1[N+](=O)[O-])c1cncc(Br)c1	4%	?	-8%	-3%	-2.0	-6%	?	-1.5
CCc1cccc(OCCN2CCCC2)c1	-7%	-5	10%	2%	0.3	-2%	0%	-1.1
Cc1ccc(CC2SC(N=C(N)N)=NC2=O)cc1 (stereo unspecified)	15%	-1	14%	10%	-1.9	11%	-8%	-2.0
CCCC(=O)N1CCC1(C)C(=O)NS(=O)(=O)c1cc2c(cc1C)CCCS2(=O)=O (stereo unspecified)	5%	-3	8%	17%	-0.6	0%	-2%	0.3
NC(=O)c1ccccc1OCC(=O)NC12CC3CC(CC(C3)C1)C2	2%	0	-4%	1%	-0.5	-5%	4%	-1.2
N#Cc1nc(-c2cccc3ccccc23)oc1NCCN1CCOCC1	-9%	.	18%	9%	-1.1	0%	-9%	-0.1
CC(C)CC1CCCCC1OC(=O)CN1CCCCC1 (stereo unspecified)	-3%	1	-4%	-3%	-0.9	-2%	-4%	1.8
CC(O)(C#CCN1CCOCC1)c1ccccc1 (stereo unspecified)	-10%	-2	-4%	-6%	1.2	-18%	2%	2.0
O=C1NC(=Nc2ccccc2)S/C1=C\C=C\c1ccco1	50µM*	-94*	0%	-1%	3.6	?	?	1.9
COc1ccc(N=C2NC(=O)C(CO)(CO)S2)cc1	-4%	5	-3%	-5%	-0.2	4%	-6%	-2.2
CC(C)[C@H](NC(=O)OCc1ccccc1)C(=O)OCC(=O)NCCc1ccccc1	-4%	2	-1%	-1%	-1.6	?	-4%	0.2
CCN(C[C@H]1N[C@@](Cc2ccccc2)(C(=O)OC)[C@H]2C(=O)N(Cc3ccccc3)C(=O)[C@@H]12)S(=O)(=O)c1ccccc1	1%	1	13%	-3%	0.1	7%	-5%	-0.3
CCN1C(=O)c2ccccc2S(=O)c2ccc(C(=O)N3CCCCCC3)cc21 (stereo unspecified)	6%	7	1%	0%	-2.0	-26%	2%	-0.1
CC(C)C(=O)N1CC(=O)Nc2ccc(F)cc2C1c1ccc(F)cc1 (stereo unspecified)	4%	-8	0%	0%	-3.2	-4%	2%	-1.4
C/C(O)=C(\C#N)P(=O)(c1ccccc1)c1ccccc1	3%	-1	4%	-3%	-4.7	3%	5%	-2.4
Cc1ccc(C#N)c(SCc2ccccc2F)n1	-2%	17	9%	-6%	0.4	-9%	-5%	-0.5
COc1ccc2c(c1OC)C(=O)N(c1ccc(C)cc1)C2	-4%	-7	3%	0%	1.2	-13%	-1%	0.1
Clc1ccc(-c2nnc(Sc3nc4ccccc4o3)c3ccccc23)cc1	-5%	.	9%	4%	-1.7	11%	-13%	1.7
O=C(NCC1CC1)c1ccc2nc([C@@H]3O[C@H](CO)[C@H](O)[C@H](O)[C@H]3O)[nH]c2c1	1%	4	4%	9%	-0.2	-6%	-4%	-0.2
O=C(CCS(=O)(=O)c1ccccc1)Nc1ccc(-c2nc3ccccc3s2)c(O)c1	-2%	6	-12%	-14%	0.0	-6%	3%	-0.2
O=c1c2ccccc2nnn1CCO	6%	4	1%	-1%	-0.6	2%	3%	0.8
COc1ccccc1C(=O)NC(CCSC)C(=O)NCc1ccccn1 (stereo unspecified)	-12%	1	4%	?	1.1	-15%	-6%	-0.6
O=C(CCn1cnnn1)Nc1ccc(Cl)cc1Cl	1%	-5	8%	1%	0.1	-9%	3.8µM*	-2.3
O=C1c2ccccc2C(Nc2ccccc2)N1c1cccnc1 (stereo unspecified)	-7%	3	-5%	-3%	-0.7	6%	-12%	1.4
Cn1c2ccccc2c2nnc(SCc3ccc4nonc4c3)nc21	-15%	.	1%	0%	1.0	17%	-3%	0.3
CCOc1ccc(CC(=O)NNC(=S)Nc2ccc(OC)c(OC)c2)cc1	-1%	1	-2%	2%	1.3	10%	0%	-6.3
CNc1nc(N)c(C(=O)Nc2cc(C)on2)s1	-12%	2	0%	-6%	0.1	7%	-1%	-1.4
CCN1C(=O)/C(=C2\SC(=S)N(CCCOC)C2=O)c2ccccc21	2%	-2	9%	9%	-0.3	2%	-2%	-8.3
CS(=O)(=O)Cc1ccc(C(=O)Nc2cccc(-c3nc4ccccc4[nH]3)c2)cc1	-4%	-2	6%	-4%	-7.1	13%	0%	-0.6
O=C1CC(CSc2ccc(Cl)cc2)=NN1	4%	-1	8%	-2%	0.5	-10%	-26%	-2.5
CCNC(=S)N(CCc1c(C)[nH]c2ccc(C)cc12)Cc1cccs1	3%	-1	18%	2%	18	-11%	-2%	-3.1
CCCn1c2ccccc2c2cnn(CC(=O)N(CC)CC)c(=O)c21	-6%	-1	5%	2%	-1.1	6%	0%	2.0
O=S(=O)(NCCC1CC1(Cl)Cl)c1ccc(Cl)cc1 (stereo unspecified)	-24%	7	7%	7%	-0.4	7%	3%	-0.1
COc1ccc(-n2nc3cc(C)c(N)c(Br)c3n2)cc1	45µM*	-17	0%	-14%	-2.7	-3%	3.8µM*	0.7

Among those listed so far, these have a furan ring, fused or not.
SMILES	WRN helicase inh	PI5P4Ka inh	EPAC2 agonist	EPAC1 agonist	IL2 activator	EPAC1 antagonist	PLK1 PBD block	CCT modulator
CCOc1ccc(C(c2nnnn2Cc2ccccc2)N2CCN(C(=O)c3ccco3)CC2)cc1 (stereo unspecified)	-3%	-7	9%	1%	1.7	-4%	-7%	0.0
O=C1NC(=Nc2ccccc2)S/C1=C\C=C\c1ccco1	50µM*	-94*	0%	-1%	3.6	?	?	1.9

More compounds follow.
SMILES	WRN helicase inh	PI5P4Ka inh	EPAC2 agonist	EPAC1 agonist	IL2 activator	EPAC1 antagonist	PLK1 PBD block	CCT modulator
Cc1cc(C)n2c(SCC(=O)Nc3cccc(S(N)(=O)=O)c3)nnc2n1	0%	-1	10%	7%	-0.3	6%	-5%	-0.8
CCCNC(=O)COC(=O)c1ccccc1OCC(=O)Nc1ccc(Br)cc1	-10%	4	10%	-3%	-0.8	8%	-4%	0.1
COc1cccc(/C=N/N2CCOCC2)c1O	15%	-15	5%	0%	0.2	-4%	-12%	-0.7
O=C1CC(C2CCCO2)C(=O)N1c1cccc(Cl)c1 (stereo unspecified)	-1%	7	12%	-2%	0.1	13%	-1%	-2.1
Cc1n[nH]c(=O)nc1NCC1CCCO1 (stereo unspecified)	4%	4	8%	6%	-0.2	12%	27µM*	-0.6
C=CCOc1c(Br)cc(CNn2c(C)n[nH]c2=S)cc1OCC	-25%	4	7%	9%	0.9	-6%	-12%	-0.3
O=C(COc1ccc(S(=O)(=O)NC2CCCC2)cc1)N1CCCCCC1	7%[57.1 µM]	-4	7%	-1%	0.0	2%	3%	1.0
O=C(CCN1C(=O)C2CC=CCC2C1=O)Nc1cccc(Cl)c1 (stereo unspecified)	-19%	-1	11%	3%	0.3	4%	-26%	-3.1
CNS(=O)(=O)c1cnccc1N1CCN(c2cccc(C(F)(F)F)c2)CC1	-12%[57.1 µM]	5	-1%	-4%	0.2	-1%	-1%	2.4
COc1ccccc1Nc1nc(N)nc(CSc2nc(C)cc(C)n2)n1	4%	.	-4%	-1%	-2.8	1%	4%	-1.4
COc1cccc(-c2cc(C(=O)NCC3CCCO3)c3cc(C)cc(C)c3n2)c1 (stereo unspecified)	-8%	2	-5%	-18%	-4.9	-8%	1%	0.4
CC(/C=N/NC(=O)c1ccc2nc(C)[nH]c2c1)=C\c1ccccc1	-33%[57.1 µM]	1	4%	8%	-0.2	-5%	-13%	0.7
CCOc1cc(NC(=S)NCc2ccco2)c(OCC)cc1NC(=O)c1ccco1	1%	1	1%	-3%	-3.0	0%	-1%	-1.3
N#Cc1c(N)c2ccccn2c1C(=O)c1ccc(Br)cc1	-8%	4	7%	-3%	-0.2	?	-16%	-2.9
CCn1cc(CNC(=O)CSc2nc(-c3ccc(OC)c(OC)c3)cc(C(F)(F)F)n2)c(C)n1	1%	-1	0%	4%	-1.5	-28%	?	-1.5
CSc1ccccc1OCc1cc(C(=O)NC2CCc3ccccc32)no1 (stereo unspecified)	7%	0	0%	-3%	-1.3	15%	0%	1.5
CC(C)[C@H](NC(=O)N1CCn2c1nc1ccccc12)C(=O)N[C@H](C(=O)O)c1ccccc1	5%	-2	-4%	-15%	-0.1	1%	4%	1.5
COCC(=O)N1CCCC(CNS(=O)(=O)c2ccc(OC)cc2)C1 (stereo unspecified)	7%	-2	-1%	-3%	1.7	20%	5%	0.9
Cc1ccc(N2CCN(C(=O)CNS(=O)(=O)c3ccc(Br)s3)CC2C)cc1 (stereo unspecified)	-16%	16	15%	0%	-1.4	-5%	-1%	-0.4
O=C(CN(C(=O)c1csnn1)c1ccccc1C(F)(F)F)NCc1ccccc1	7%	-1	11%	2%	-0.3	3%	-16%	-1.6

Screening results (PubChem BioAssay)
